# TRHR ag: qHTS for Small Molecule Agonists and Allosteric Enhancers of Human TRH Receptor: Primary Screen for Agonists; Thyrotropin-releasing hormone receptor (Homo sapiens), P34981; TRHR cells, calcium flux fluo-8, FDSS agonist mode; activation, % at 2 µM; 360,000 compounds, 0.18% hits; AID 493084, 2011; in the data active = activation above about 30%; also: 0% is about no effect
#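 Read-out: compound-evoked intracellular calcium rise in TRHR cells, fluo-8 dye, kinetic FDSS fluorescence at 1 s/cycle following a 10-cycle baseline. Cells cultured overnight before dye loading (30 min–1.5 h, RT).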
# Anesthetic bind: qHTS Assay for Identification of Novel General Anesthetics. Ferritin light chain (Equus caballus), P02791. apoferritin/1-aminoanthracene competitive binding, fluorescence. Potency, µM (doses to about 77.5 µM), for inactives: at the top dose activity change, negative = displacement, most hits filed as inhibitors. 350,000 compounds, 0.074% hits; also: potency is read from the fitted curve at half-maximal effect; % is scaled to controls: 0 for no effect and ±100 for the full control effect; nearly all actives have a fitted effect of over 20% in size
# Target sequence (P02791 2-175 limits assumed): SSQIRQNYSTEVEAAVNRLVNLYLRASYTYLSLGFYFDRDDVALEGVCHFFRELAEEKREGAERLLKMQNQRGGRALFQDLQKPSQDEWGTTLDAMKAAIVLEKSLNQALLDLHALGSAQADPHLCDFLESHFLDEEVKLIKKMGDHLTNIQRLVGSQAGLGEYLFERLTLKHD
#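 10 uM apoferritin + 50% sat. 1-AMA, PBS; cpd 10 min RT; Ex380/Em535 endpoint; normalized to free probe vs complex; 4-param Hill fit; propofol titration as pos. ctrl.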
# RXFP1 antagonist: qHTS Assay for Antagonists of the Relaxin Receptor RXFP1 | Relaxin receptor 1 (Homo sapiens), Q9HBX9 | HEK293-RXFP1, relaxin-stimulated cAMP HTRF, 30 min; hits give low values | activity change, negative = inhibition, % at 57.5 µM | 350,000 compounds, 0.59% hits;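 active = activity change of -60% or lower, but not beyond a set lower limit; inconclusive = change between -60% and -40%, or beyond the set limit; inactive = change above -40%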; also: % is scaled to controls: 0 for no effect and ±100 for the full control effect
# D1 antag: Antagonist of Human D 1 Dopamine Receptor: qHTS. activity change, negative = inhibition, % at 10 µM. HEK293 TREx D1 cells, calcium flux, dopamine EC80; hits give low values. D(1A) dopamine receptor (Homo sapiens), P21728. 360,000 compounds, 3.2% hits. AID 504652, 2011; in the data active = activity change below about -30%; also: % is scaled to controls: 0 for no effect and ±100 for the full control effect
# Target sequence (P21728 whole entry, looked up): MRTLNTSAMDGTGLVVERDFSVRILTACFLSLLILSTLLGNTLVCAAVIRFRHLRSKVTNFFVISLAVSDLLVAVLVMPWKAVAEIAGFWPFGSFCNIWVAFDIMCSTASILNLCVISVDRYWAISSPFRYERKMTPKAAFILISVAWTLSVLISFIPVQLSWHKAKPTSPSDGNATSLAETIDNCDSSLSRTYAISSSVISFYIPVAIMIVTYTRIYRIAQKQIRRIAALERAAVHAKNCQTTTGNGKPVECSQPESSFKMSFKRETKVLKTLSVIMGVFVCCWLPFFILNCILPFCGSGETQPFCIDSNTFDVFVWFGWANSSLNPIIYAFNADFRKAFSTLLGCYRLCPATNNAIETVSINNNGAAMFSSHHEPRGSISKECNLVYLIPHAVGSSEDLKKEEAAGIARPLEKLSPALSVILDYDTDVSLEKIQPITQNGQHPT
#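 Antagonism measured as reduced calcium response to an EC80 dopamine addition following 180 s compound pre-read; cells were inducible HEK293 Trex D1 plated overnight at 30 C, read kinetically at 1 cycle/sec.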
# RXFP1 agonist: qHTS Assay for Agonists of the Relaxin Receptor RXFP1; AID 2676, 2010; Potency, µM (titrated, usually from 57.5 µM), inactives show at the highest dose activation, most hits filed as activators; 370,000 compounds, 0.3% hits; Relaxin receptor 1 (Homo sapiens), Q9HBX9; HEK293T-RXFP1 cAMP TR-FRET, 30 min; response scale: percent of porcine relaxin response, buffer zero; also: potency is read from the fitted curve at half-maximal effect; % is scaled to controls: 0 for no effect and ±100 for the full control effect; nearly all actives have a fitted effect of over 60% in size; many of its hits are not listed in these tables
#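 Agonist response is measured as cAMP accumulation in an RXFP1-transfected HEK293T line under PDE4 inhibition. Values are scaled between buffer-only and 29 nM porcine relaxin, and EC50s come from standard Hill equation fits.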
# D1 agonist: Allosteric Agonists of the Human D1 Dopamine Receptor: qHTS. D(1A) dopamine receptor (Homo sapiens), P21728. HEK293 T-REx D1 cells, calcium flux, agonist mode. activation, % at 2 µM. 360,000 compounds, 1% hits. AID 504660, 2011; in the data active = activation above about 30%; also: 0% is about no effect
#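 Tetracycline-induced HEK293 TREx D1 cells, force-coupled to calcium signalling, were dye-loaded with a no-wash calcium kit. Compound was pin-added after a 10 s baseline. Fluorescence was read kinetically at 1 cycle/s for 180 s, with calcium rises flagged as agonism.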
# TRHR PAM: qHTS for Small Molecule Agonists and Allosteric Enhancers of Human TRH Receptor: Primary Screen for Enhancers. Thyrotropin-releasing hormone receptor (Homo sapiens), P34981. TRHR cells, fluo-8 calcium fluorescence, EC20 TRH enhancement. enhancement, % at 2 µM. 360,000 compounds, 0.66% hits. AID 493056, 2011; in the data active = enhancement above about 30%; also: 0% is about no effect
#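 Enhancer read-out: after compound pinning and an initial kinetic agonist-mode read, an EC20 of TRH (10 nM final) was injected and fluo-8 calcium signal (Ex 480/Em 530) followed at 1 s/cycle for 100 cycles in TRHR-expressing cells.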
# D1 potentiator: Potentiators of Human D1 Dopamine Receptor: qHTS | HEK293 TREx D1 cells, calcium flux, dopamine EC20 potentiation | potentiation, % at 10 µM | 360,000 compounds, 0.036% hits; in the data active = potentiation above about 30%; also: 0% is about no effect
# D2 potentiator: HTS Assay for Positive Allosteric Modulators of the Human D2 Dopamine Receptor: Primary Screen for Potentiators; D(2) dopamine receptor (Homo sapiens), P14416; HEK293 T-REx D2, calcium flux, EC20 dopamine potentiation; potentiation, % at 10 µM; 340,000 compounds, 0.34% hits; AID 485347, 2010;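 active = potentiation over 3 SD above the plate norm, cut at about 30% in these data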; also: 0% is about no effect
# Target sequence (P14416 whole entry, looked up): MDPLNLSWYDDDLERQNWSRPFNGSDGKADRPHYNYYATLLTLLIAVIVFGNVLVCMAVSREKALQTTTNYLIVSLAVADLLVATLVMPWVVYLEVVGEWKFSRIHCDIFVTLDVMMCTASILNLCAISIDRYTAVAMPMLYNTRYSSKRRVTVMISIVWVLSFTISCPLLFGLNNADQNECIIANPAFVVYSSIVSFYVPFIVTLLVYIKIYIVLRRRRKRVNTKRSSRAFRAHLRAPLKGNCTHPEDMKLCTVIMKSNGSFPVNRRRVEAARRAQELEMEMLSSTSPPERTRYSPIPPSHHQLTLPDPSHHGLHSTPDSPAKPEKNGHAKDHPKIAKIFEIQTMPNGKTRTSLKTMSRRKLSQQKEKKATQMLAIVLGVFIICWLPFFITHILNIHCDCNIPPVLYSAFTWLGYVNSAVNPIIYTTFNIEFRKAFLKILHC
#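 Potentiation of an EC20 dopamine calcium response measured kinetically over 180 s, after a preceding 180 s compound-only read flagging agonists. Cells: inducible Hek293 Trex D2 line, 4000/well, cultured overnight at 30 C before dye loading.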
# Active calls of the source: *; ? = inconclusive; · = not tested or not shown; & = joins results of further samples; [ ] = remark or other dose. Unless noted, calls follow the shape of the dose curve; as a rule, active = well fitted curve in the direction sought with a large enough effect; inconclusive = small, poorly fitted or top-dose-only effect, or another doubt; inactive = no such curve, though single readings can be large; an effect the other way counts as inactive or inconclusive. Only part of the results is shown. The share of hits here may be higher or lower than overall.
SMILES,TRHR ag,Anesthetic bind,RXFP1 antagonist,D1 antag,RXFP1 agonist,D1 agonist,TRHR PAM,D1 potentiator,D2 potentiator
CCOC(=O)[C@H]1[C@H]2COc3ccccc3[C@@H]2N2C(=O)c3cc(C)ccc3NC(=O)[C@@]12C,-0.4,·,·,11,0.0%,5,-1,-3,6
Cc1cccc(-n2c(C)nc3c(cnn3-c3ccc(F)cc3)c2=O)c1,-0.3,-11%,4,-25,1.0%,10,0,-5,-5
Cc1cccc(NC(=O)COc2ccc(-c3nn(C)c(=O)c4ccccc34)cc2)c1,-1.2&-0.1,-15%&-6%,-24,12&-4,4.1%&0.3%,5&1,-3&22,-2&-4,10
CCOC(=O)C1CCN(Cc2nnc(-c3ccccc3C)o2)CC1,-1.5,0%,-5,-3,-0.8%,9,4,0,11
Cc1cc(=O)oc2cc(OCc3ccc(C(=O)OCC(=O)N(C)C4CCS(=O)(=O)C4)cc3)ccc12 (centres undefined),-0.3,-8%,5,1,1.8%,2,11,5,8
O=C(Nc1ccccc1C(F)(F)F)C1CCN(S(=O)(=O)Cc2ccccc2)CC1,-0.5,-7%,-2,-11,-5.9%,-3,-16,-1,-4
CCCCS(=O)(=O)Nc1ccc2ncn(C)c(=O)c2c1,1.5,-1%,-2,14,3.9%,1,-3,-4,-5
COc1ccccc1CNC(=O)Cc1ccc(C)cc1,0.4,-8%,2,-14,-0.1%,-2,10,-1,-2
CCCc1cc(N2CCCC(C(=O)NCc3ccc4c(c3)OCO4)C2)n2ncnc2n1 (centres undefined),-1.1,0%,15,2,2.2%,1,-3,-3,36*
O=C(Nc1ccc(Cl)cc1)Nc1nnc(CSCc2ccccc2Cl)s1,0.4,-7%,-1,5,-3.0%,2,-1,-4,-8
Cc1c(C(=O)N(C)c2ccccc2Cl)cnn1-c1ccccc1,0.3,-7%,-8,-8,-2.0%,1,5,-1,1
CCOc1ccc(S(=O)(=O)NCCOC)cc1C,-1.2,-14%,4,-1,-0.3%,2,0,-6,0
O=C(C1=C[C@H](c2csc3ccccc23)C[C@H](OCc2ccc(CO)cc2)O1)N1CCN(Cc2ccccc2)CC1,0.2,-8%,·,-6,0.4%,6,-5,-3,7
CCCCNC(=S)N=Nc1c(O)[nH]c2ccccc12,0.2,?,5,-31*,1.6%,0,3,-11,-1
C=CCN(C(=O)c1cccc(S(=O)(=O)N2CCN(C)CC2)c1)c1nc(-c2ccccc2)cs1,1.4,-16%,-11,1,0.2%,8,1,-6,0

# Laid out differently: 10 of the compounds above.
# Under each structure – TRHR ag, Anesthetic bind, RXFP1 antagonist, D1 antag, RXFP1 agonist, D1 agonist, TRHR PAM, D1 potentiator, D2 potentiator
CCOC(=O)[C@H]1[C@H]2COc3ccccc3[C@@H]2N2C(=O)c3cc(C)ccc3NC(=O)[C@@]12C
 : -0.4, ·, ·, 11, 0.0%, 5, -1, -3, 6
Cc1cccc(-n2c(C)nc3c(cnn3-c3ccc(F)cc3)c2=O)c1
 : -0.3, -11%, 4, -25, 1.0%, 10, 0, -5, -5
Cc1cccc(NC(=O)COc2ccc(-c3nn(C)c(=O)c4ccccc34)cc2)c1
 : -1.2&-0.1, -15%&-6%, -24, 12&-4, 4.1%&0.3%, 5&1, -3&22, -2&-4, 10
CCOC(=O)C1CCN(Cc2nnc(-c3ccccc3C)o2)CC1
 : -1.5, 0%, -5, -3, -0.8%, 9, 4, 0, 11
Cc1cc(=O)oc2cc(OCc3ccc(C(=O)OCC(=O)N(C)C4CCS(=O)(=O)C4)cc3)ccc12 (centres undefined)
 : -0.3, -8%, 5, 1, 1.8%, 2, 11, 5, 8
O=C(Nc1ccccc1C(F)(F)F)C1CCN(S(=O)(=O)Cc2ccccc2)CC1
 : -0.5, -7%, -2, -11, -5.9%, -3, -16, -1, -4
CCCCS(=O)(=O)Nc1ccc2ncn(C)c(=O)c2c1
 : 1.5, -1%, -2, 14, 3.9%, 1, -3, -4, -5
COc1ccccc1CNC(=O)Cc1ccc(C)cc1
 : 0.4, -8%, 2, -14, -0.1%, -2, 10, -1, -2
CCCc1cc(N2CCCC(C(=O)NCc3ccc4c(c3)OCO4)C2)n2ncnc2n1 (centres undefined)
 : -1.1, 0%, 15, 2, 2.2%, 1, -3, -3, 36*
O=C(Nc1ccc(Cl)cc1)Nc1nnc(CSCc2ccccc2Cl)s1
 : 0.4, -7%, -1, 5, -3.0%, 2, -1, -4, -8

# (listing goes on)
SMILES,TRHR ag,Anesthetic bind,RXFP1 antagonist,D1 antag,RXFP1 agonist,D1 agonist,TRHR PAM,D1 potentiator,D2 potentiator
COc1ccc(-n2ncc3c2CC(C)(C)CC3NC(=O)C2=CC(=O)CC(C)(C)O2)cc1 (centres undefined),-0.1,-13%,?,-3,0.8%,1,-9,1,5
CC(C)COCC(O)CCC(=O)NNC(=S)Nc1ccccc1 (centres undefined),0.6,-2%,7,-7,-1.5%,1,2,8,-3
COC(=O)c1cc(NC(=O)C2(S(=O)(=O)c3ccc(Cl)cc3)CC2)cc(C(=O)OC)c1,0.2,-2%,·,-5,-1.8%,6,1,-7,-5
O=C(NC(C(=O)NCCN1CCOCC1)C12CC3CC(CC(C3)C1)C2)C1CCCCC1 (centres undefined),-0.2,3%,-4,7,0.4%,3,1,1,-7
Cc1cccc(NS(=O)(=O)c2ccc(C(=O)NCC(c3ccco3)N3CCCCC3)cc2)c1C (centres undefined),0.4,·,-4,-5,-0.3%,10,2,3,-4
O=C(NN1C(=O)c2ccccc2NC1c1cccnc1)c1ccccc1 (centres undefined),-0.5,-16%,2,3,1.5%,0,0,-1,·
Cn1c(C(=O)Nc2cccc(C(F)(F)F)c2)cc2c(=O)n3ccccc3nc21,-1.1,33%[activator],17,-9,-1.4%,7,3,-1,-2
COc1cc2c(=O)n(CCC(=O)NCC3CCCO3)c(=O)n(CC(=O)Nc3c(C)cccc3C)c2cc1OC (centres undefined),0.1,-12%,-3,-6,?,0,-9,0,4
CCOc1ccc(CCNC(=O)c2ccc(C)c(N3CCCC3=O)c2)cc1OCC,-0.2,-7%,-8,-14,-0.6%,1,2,-6,2
Cc1cccc(-n2c3nc(=O)[nH]c(=O)c-3cc3c(C)nn(-c4ccccc4)c32)c1,0.4,22%,·,18,3.6%,3,5,-8,-3
COc1cc(C(=O)NCCOc2ccc(C)c(C)c2)cc(OC)c1OC,-1.0,-17%,4,-14,-1.5%,10,-5,8,-3
Cc1cc(C)c(NC(=O)CCCOC(=O)C2=COCCO2)c(C)c1,-0.5,-8%,-7,-13,0.3%,2,-6,1,-6
C=CCNC(=O)COC(=O)CCC(=O)c1cccs1,0.0,5%,-6,4,-1.4%,2,-5,4,3
Cc1ccc(CNC(=O)CCS(=O)(=O)c2cc3c(cc2Cl)NC(=O)CO3)cc1,0.4&-0.2,-2%&104%,-3,-7&-2,3.6%&1.8%,3&0,0&-3,4&-3,-6&1
COCCCNc1ncnc2c1c(-c1ccccc1)cn2-c1ccc(C)c(Cl)c1,0.2,1%,-6,11,4.1%,2,-2,2,9
O=C(NCc1ccccn1)c1cn(Cc2ccccc2)nn1,0.7,-9%,1,-19,-0.4%,2,8,1,1
CSc1nc(=NC(C)=O)ss1,-0.7,4%,3,9,-0.8%,4,2,-1,·
CC(C)C(C(=O)NCc1ccco1)N(C(=O)CNS(=O)(=O)c1ccc(Cl)cc1)C1CCCC1 (centres undefined),-0.2,-7%,-7,-9,-0.2%,2,-9,-3,1
COc1ccc(C(=O)Oc2ccc(C3NC(=O)c4c(sc5c4CCN(C)C5)N3)cc2OC)cc1 (centres undefined),50*,-3%,-20,-9,-1.8%,17,7,-3,-14
CC1CCCCN1CC(O)COc1ccc(OCC(O)CN2CCCCC2C)cc1 (centres undefined),1.2,-13%,-2,1,-0.6%,2,1,1,1
O=C(CCC1N=C2c3ccccc3N=C(SCc3ccc(Cl)cc3)N2C1=O)N1CCN(c2ccccc2)CC1 (centres undefined),0.2,-5%,-11,1,4.4%,1,-5,2,4
COC(=O)CNC(c1ccccc1)c1cc(C)ccc1NC(=O)CNC(=O)OCc1ccccc1 (centres undefined),0.3,-11%,3,·,-1.0%,1,0,-3,-20
COc1ccccc1OCCCCCc1c(C)n[nH]c1C,1.2,?,7,-5,-0.1%,17,-6,-1,3
CC(C)(Oc1ccc(CCNC(=O)c2ccc(Cl)cc2)cc1)C(=O)O,-0.6,-2%,-10,-27,1.9%,3,-19,-3,4
O=C(c1ccccc1-c1nc(-c2ccc(F)cc2)no1)N1CCCC1,-0.9,-18%,-7,4,2.1%,1,-1,-7,-13
CN1CCN(C(=S)c2ccc(-c3cccc(Cl)c3Cl)o2)CC1,-0.5,-15%,-27,-23,3.2%,1,1,-4,3
O=C(Nc1nc(-c2ccccc2)cs1)c1cccc(S(=O)(=O)N2CCN(Cc3ccccc3)CC2)c1,0.3,-11%,-18,6,0.1%,6,37*,8,·
COc1ccc(C(C)=O)cc1COC(=O)c1cc(C)oc1C,0.1,?,-9,32,1.8%,4,7,1,2
CCn1c(SC(C)C(=O)Nc2nnc(C)s2)nnc1-c1ccco1 (centres undefined),-0.3,1%,0,-3,8.5%,1,3,-7,-5
CCC(=O)N1CCc2cc(S(=O)(=O)NC(C(=O)NCc3ccccc3Cl)C(C)C)ccc21 (centres undefined),0.0,-1%,-1,-7,0.5%,-2,1,3,-6
CCOC(=O)N1CCC(N2C(=O)c3ccc(C(=O)O)cc3C2=O)CC1,0.2,-10%,-1,2,0.0%,1,7,2,1
Cc1cc2c(c3oc(=O)c4ccccc4c13)CN(Cc1ccc(F)cc1)CO2,0.2,-16%,2,-2,12%,3,7,-2,-15
Cc1ccc(CC(=O)Nc2ccc([N+](=O)[O-])cc2C)cc1,-1.2,-3%,3,-41*,-1.4%,11,6,-5,8
